PLK1 PBD inh: qHTS for Inhibitors of PLK1-PDB (polo-like kinase 1 - polo-box domain): Primary Screen; Serine/threonine-protein kinase PLK1 (Homo sapiens), P53350; Plk1 PBD binding of FITC phosphopeptide, fluorescence polarization; Potency, µM, without a hit: max response, negative = inhibition, usual class: inhibitors; 2.8% of 360,000 active; AID 720504, 2013; further: potency means the concentration at half of the fitted maximal effect; series mostly up to about 57 µM; on the % scale 0 is the no-effect control and ±100 the full control effect; nearly all actives have a fitted effect of over 65% in size
EPAC1 ag: qHTS for Agonist of cAMP-regulated guanine nucleotide exchange factor 3 (EPAC1): primary screen; Rap guanine nucleotide exchange factor 3 (Homo sapiens), O95398; EPAC1 agonist qHTS, biochemical assay; response scale: 100% = response to 6.5 mM cAMP; Potency, µM (titrated, usually from 154 µM), for the others: top-dose activation, hits mostly activators; 0.073% of 360,000 active; further: potency means the concentration at half of the fitted maximal effect; nearly all actives have a fitted effect of over 60% in size
Target sequence (O95398 whole entry, looked up): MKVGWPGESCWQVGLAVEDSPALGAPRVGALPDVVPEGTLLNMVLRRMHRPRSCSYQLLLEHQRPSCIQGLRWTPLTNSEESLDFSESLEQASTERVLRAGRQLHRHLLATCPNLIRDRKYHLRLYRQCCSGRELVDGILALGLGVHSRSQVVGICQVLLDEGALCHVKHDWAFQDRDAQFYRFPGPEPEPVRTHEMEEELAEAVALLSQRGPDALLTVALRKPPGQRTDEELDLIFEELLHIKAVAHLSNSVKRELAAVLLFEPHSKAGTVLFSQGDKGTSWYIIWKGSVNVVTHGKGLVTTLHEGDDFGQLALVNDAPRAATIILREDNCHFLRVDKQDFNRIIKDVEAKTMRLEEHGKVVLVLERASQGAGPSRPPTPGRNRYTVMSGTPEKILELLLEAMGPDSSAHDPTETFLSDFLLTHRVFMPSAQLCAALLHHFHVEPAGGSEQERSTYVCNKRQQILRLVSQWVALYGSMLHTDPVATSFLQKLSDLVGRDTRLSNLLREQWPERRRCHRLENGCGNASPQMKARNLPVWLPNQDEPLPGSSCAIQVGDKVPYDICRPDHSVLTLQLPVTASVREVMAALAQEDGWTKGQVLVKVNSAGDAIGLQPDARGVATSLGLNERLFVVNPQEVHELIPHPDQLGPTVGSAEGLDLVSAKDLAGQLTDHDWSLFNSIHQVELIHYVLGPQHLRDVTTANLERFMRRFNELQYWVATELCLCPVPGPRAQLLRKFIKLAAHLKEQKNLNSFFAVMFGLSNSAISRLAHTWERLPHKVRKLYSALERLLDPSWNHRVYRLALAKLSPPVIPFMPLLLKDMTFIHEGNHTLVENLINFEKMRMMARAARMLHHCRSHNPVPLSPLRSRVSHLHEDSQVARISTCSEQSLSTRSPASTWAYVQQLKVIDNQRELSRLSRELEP
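Normalized to 6.5 mM cAMP, activity reflects EPAC1-catalysed release of BODIPY-GDP from Rap1B, followed kinetically over 30 min at 480 nm excitation, 540 nm emission. Reaction contained 100 nM EPAC1, 250 nM Rap1B-BODIPY-GDP, 50 uM GDP.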
FUS suppressor: qHTS for Suppressors of FUS Proteinopathy: Primary screen using FUS-linked yeast assay; Potency, µM (doses to about 76.6 µM), for the others: at the highest dose growth rescue (activation), most hits filed as activators; S. cerevisiae FUS-expressing, growth rescue, OD600, 24 h; 0.24% of 390,000 active;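 further: potency means the concentration at half of the fitted maximal effect; plate controls were DMSO vehicle for no effect and reference control for full effect; nearly all actives have a fitted effect of over 55% in size; some results filed as inactive show a strong effect at the top dose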
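Restored growth of FUS-toxic S. cerevisiae, read as 600 nm absorbance after 24 h at 30C in galactose medium (starting OD 0.005). Controls CP55940 and DMSO.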
IL2 activator: qHTS of IL-2 Activators; IL-2 activation reporter assay, cell-based qHTS; stimulated with anti-CD3/CD4/CD28 beads; in transgenic mouse T cells; activation, % (series mostly up to about 46 µM); 0.065% of 360,000 active; in the data active means activation above about 50%; inconclusive means mostly about 30% to 49%; further: 0% is about no effect
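Screening format: compound pinned onto unstimulated transgenic mouse T cells, 60 min incubation, then anti-CD3/anti-CD4/anti-CD28 bead stimulation for 18 hours at 37 degrees C, followed by EGFP and DsRed detection.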
WRN helicase inh: qHTS for Inhibitors of WRN Helicase; Bifunctional 3'-5' exonuclease/ATP-dependent helicase WRN (Homo sapiens), Q14191; WRN helicase unwinding, fluorescent forked duplex, kinetic; Potency, µM (top dose mostly 114 µM), without a hit: at the top dose activity change, negative = inhibition, actives largely listed as inhibitors; 0.46% of 360,000 active; further: potency means the concentration at half of the fitted maximal effect; on the % scale 0 is the no-effect control and ±100 the full control effect; nearly all actives have a fitted effect of over 55% in size
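Enzyme (20 nM final) and test compound sit together 15 min at room temperature before substrate addition. Substrate is a single-forked duplex oligonucleotide (100 nM) labelled with fluorophore and quencher, with 2 mM ATP; helicase unwinding raises red fluorescence, read kinetically.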
PI5P4Ka inh: qHTS for Inhibitors of phosphatidylinositol 5-phosphate 4-kinase (PI5P4K). Phosphatidylinositol 5-phosphate 4-kinase type-2 alpha (Homo sapiens), P48426. PI5P4Kalpha enzyme, ADP-Glo luminescence, 60 min; active compounds read low. max response, %. 1.2% of 330,000 active; active means max response of -50% or lower; inconclusive means between -30% and -50%; inactive means -30% or higher; further: value at the top dose of about 77 µM; on the % scale 0 is the no-effect control and ±100 the full control effect
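ADP-Glo luminescence end-point after a 60 min room-temperature kinase reaction. PI5P4Kalpha and substrate in HEPES pH 7.4 buffer with EGTA, 0.1% CHAPS and 5% DMSO; ATP at 5 microM final.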
EPAC1 antagonist: qHTS for Antagonist of cAMP-regulated guanine nucleotide exchange factor 3 (EPAC1): primary screen | EPAC1 GEF assay, Rap1b-BODIPY-GDP exchange fluorescence | Rap guanine nucleotide exchange factor 3 (Homo sapiens), O95398 | 0.14% of 360,000 active | Potency, µM (titrated, usually from 115 µM), for the others: at the top dose activity change, negative = inhibition, usual class: inhibitors | AID 720709, 2013;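 further: potency means the concentration at half of the fitted maximal effect; plate controls were vehicle for no effect and positive control for full effect; nearly all actives have a fitted effect of over 50% in size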
Abeta yeast res: qHTS for compounds that reverse cellular toxicity of Amyloid beta (A-beta) peptide in yeast: Primary Screen; yeast expressing A-beta42, growth rescue, OD600, 48 h; response scale: 0% DMSO, 100% iron-clioquinol control; Potency, µM (highest dose often 46.1 µM), for inactives: at the highest dose growth rescue, usual class: activators; 0.063% of 410,000 active; further: potency means the concentration at half of the fitted maximal effect; nearly all actives have a fitted effect of over 55% in size
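Growth rescue measured by 600 nm absorbance after 48 h yeast culture at 30 C with compound. Values normalized between DMSO and an equimolar ferric chloride plus clioquinol control.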
aSyn rescue: qHTS of alpha-syn Inhibitors | Yeast expressing alpha-synuclein, growth rescue, BacTiter-Glo, 24 h | Potency, µM (doses to about 46.1 µM), for inactives: at the highest dose growth rescue (activation), most hits filed as activators | 0.14% of 370,000 active | AID 652106, 2013; further: potency means the concentration at half of the fitted maximal effect; % of control where 0% means no effect; nearly all actives have a fitted effect of over 65% in size
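Galactose-induced alpha-syn yeast (OD600=0.02, raffinose-pregrown) + pinned cpd, 24 hr, 30 deg C; growth by BacTiter-Glo luminescence. Growth restoration scores as activation.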
Starred values were filed as active, the others as inactive; ? = inconclusive; . = no result given; & = joins results of further samples; [ ] = another dose, or the depositor's remark. Unless noted, the call rests on the fitted dose curve; in most records, active means well fitted curve in the direction sought with a large enough effect; inconclusive means small, poorly fitted or top-dose-only effect, or another doubt; inactive means no such curve, though single readings can be large; an effect the other way counts as inactive or inconclusive.

SMILES	PLK1 PBD inh	EPAC1 ag	FUS suppressor	IL2 activator	WRN helicase inh	PI5P4Ka inh	EPAC1 antagonist	Abeta yeast res	aSyn rescue
CCCCCNC(=O)C(C1CC1)n1c(=O)c(-c2ccco2)nc2ccccc21 (stereo not drawn)	-20%	-3%	?	-0.7	2%	-24	4%	2%	-9%
COC(=O)c1ccc(NC(=O)CCn2cccc2)cc1	-6%	3%	-6%	-0.7	-4%	7	-2%	20%	-1%
Cc1ccc2cc(C)c3nnc(SCC(=O)c4cccs4)n3c2c1C	-11%	-1%	6%	0.6	-19%[57.1 µM]	-9	-21%	-13%	1%
CC(=O)NCCNc1nc2cc(-c3cccc(C(F)(F)F)c3)sc2c(=O)n1C	-8%	-12%	?	-0.3	0%	12	-22%	-10%	3%
CCc1nnc(NC(=O)c2ccncc2)s1	-1%	-1%	0%	-1.3	0%	-6	-2%	-9%	-1%
CC(C)CCN(C(=O)CNC(=O)c1cccs1)C(C(=O)NC1CCCCC1)c1cccnc1 (stereo not drawn)	-6%	7%	18%	0.5	3%	0	14%	-1%	-1%
O=C(N/N=C/c1ccc(O)cc1)c1csc2ccccc12	-5%	3%	15%	0.1	-14%	7	-10%	-2%	1%
CCOC(=O)C(NC(=O)NCc1cccc(C(F)(F)F)c1)(OCC)C(F)(F)F (stereo not drawn)	-1%	-13%	.	1.3	-4%	1	-18%	6%	9%
CCCCNS(=O)(=O)c1ccc2nc(-c3cccnc3)cc(C(=O)NC(C)C)c2c1	-1%	-20%	12%&1%	-2.0	-4%	19	-14%	7%&0%	-3%
Cc1ccc(-c2cc3nc(NCCOc4ccccc4Cl)n(C)c(=O)c3s2)cc1	-8%	5%	-16%	0.2	3%	13	14%	9%	8%
CCOC(=O)c1cncc(C#CCOC(=O)Nc2ccc(OC(F)(F)F)cc2)c1	-9%	11%	-15%	0.1	-4%	0	0%	20%	3%
NC(=O)C1CCN(C(=O)CCSc2ccccc2)CC1	-19%	4%	11%	1.2	5%	1	18%	1%	1%
CC1(C(=O)NCCC#N)CCN1C(=O)C1(c2ccccc2)CCCC1 (stereo not drawn)	-5%	0%	-15%	-0.3	5%	-2	-2%	12%	1%
Cc1cc(-c2ccccc2)nc(N(C)NC(=O)c2cccc(C(F)(F)F)c2)c1S(C)(=O)=O	30µM*	-8%	-12%	-2.5	-1%	0	6%	0%	-4%
O=S1(=O)c2ccccc2C(CCO)N1Cc1ccccc1 (stereo not drawn)	-20%	-9%	-6%	0.4	11%	4	14%	-11%	-5%
COc1cccc(C(=O)OCCCOC(=O)c2cccc(OC)c2OC)c1OC	-7%	-7%	26%	-4.9	-33%	12	1%	9%	-1%
O=C(/C=C/c1ccc(S(=O)(=O)N2CCOCC2)cc1)Nc1cc(F)ccc1F	-7%	12%	-6%	-0.4	0%	-3	?	6%	0%
Cc1ccc(NC(=O)c2cc(C(=O)Nc3ccc(C)cc3)n(C)n2)cc1	-1%	3%	0%	2.3	-6%	4	-3%	-2%	?
CC1CCCC(NC(=O)CC2Nc3ccccc3NC2=O)C1C (stereo not drawn)	-11%	2%	.	-5.2	6%	-4	-11%	-9%	-7%
O=C1NC[C@@H](CCCCN2C[C@H](Cc3ccc(O)cc3)N(CCC3CCCCC3)C(=O)C2=O)N(Cc2ccccc2)C1=O	-3%	-9%	35%	-0.5	-2%	-12	-29%	-11%	19%
CCN(CC)S(=O)(=O)c1cc(NC(=O)c2cccc(N3C(=O)CCC3=O)c2)ccc1Cl	-8%	?	29%	-0.2	-13%	-8	-7%	15%	-2%
CCN(CC)CCCN(Cc1cc2cc3c(cc2[nH]c1=O)OCO3)C(=S)Nc1ccccc1	-1%	-2%	16%	-0.2	17%	-2	-1%	9%	2%
CC1CCCCN1C(=O)Cn1c(=O)n(CCC(=O)NCc2ccco2)c(=O)c2sccc21 (stereo not drawn)	-3%	-3%	16%	-1.3	3%	.	7%	7%	3%
CC(Oc1ccc(Br)cc1)C(=O)N(C)CC(=O)Nc1ccc(N2CCOCC2)cc1 (stereo not drawn)	1%	-17%	6%	0.0	2%	8	-8%	23%	2%
COc1ccccc1N1CCN(S(=O)(=O)/C=C/c2ccccc2)CC1	-1%	6%	32%	0.8	-5%	-1	1%	22%	15%

An excerpt from above in order of SMILES length, highest first.
SMILES	PLK1 PBD inh	EPAC1 ag	FUS suppressor	IL2 activator	WRN helicase inh	PI5P4Ka inh	EPAC1 antagonist	Abeta yeast res	aSyn rescue
Cc1cc(-c2ccccc2)nc(N(C)NC(=O)c2cccc(C(F)(F)F)c2)c1S(C)(=O)=O	30µM*	-8%	-12%	-2.5	-1%	0	6%	0%	-4%
CC(C)CCN(C(=O)CNC(=O)c1cccs1)C(C(=O)NC1CCCCC1)c1cccnc1 (stereo not drawn)	-6%	7%	18%	0.5	3%	0	14%	-1%	-1%
O=C(N/N=C/c1ccc(O)cc1)c1csc2ccccc12	-5%	3%	15%	0.1	-14%	7	-10%	-2%	1%

Next section:
SMILES	PLK1 PBD inh	EPAC1 ag	FUS suppressor	IL2 activator	WRN helicase inh	PI5P4Ka inh	EPAC1 antagonist	Abeta yeast res	aSyn rescue
Cc1ccc(NC(=O)C2CCCN(S(=O)(=O)c3ccc4c(c3)oc(=O)n4C)C2)nc1 (stereo not drawn)	2%	-10%	11%	0.2	9%	1	-15%	17%	-3%
COC(=O)C1C/C(=N\NS(=O)(=O)c2ccc(C)cc2)c2ccccc2C1 (stereo not drawn)	0%	-22%	4%	-0.4	-6%	1	-6%	-2%	-1%
CCOc1ccccc1-c1cc(-c2n[nH]c(=S)n2CC)c2ccccc2n1	-17%	6%	?	-0.7	?	-3	-24%	2%	8%
O=C1CN(C(=O)CC2c3ccccc3-c3ccccc32)CC(=O)N1	-13%	-7%	13%	-1.4	6%	-2	-7%	18%	4%
NS(=O)(=O)c1ccc(Oc2ccc(S(N)(=O)=O)cc2)cc1	2%	-1%	-8%	-0.3	0%	0	28%	-5%	-1%
CC(=O)Oc1ccc(/C(C)=N\N2CCN(Cc3ccc(Cl)cc3)CC2)cc1	0%	2%	-7%	0.3	-1%	15	-6%	-2%	-4%
CCc1cc(C(=O)Nc2ccccc2N2CCOCC2)sc1C	2%	10%	.	-3.1	9%	-2	-1%	-33%[inhibitor]	-20%
CCc1c(C#N)c(SCCC(=O)Nc2ccc(C)cc2)nc2c1C(=O)CC(C)(C)C2	4%	0%	41%	1.4	-1%	1	-13%	2%	8%
Cc1ccc(C(=O)Nc2sc(C(=O)N(C)C)c(C)c2C#N)cc1	-20%	0%	-1%	1.2	-12%	6	-25%	-1%	0%
CN(c1c[nH]c(=O)[nH]c1=O)C1CCCCC1	-4%	-7%	4%	-0.1	1%[57.1 µM]	14	-12%	-16%	11%
O=C(CCNC(=O)c1ccc([N+](=O)[O-])cc1)Nc1ccc(F)cc1F	3%	-3%	-1%	-3.4	-1%	-5	3%	0%	-2%
C/C(=N\NC(=O)c1cccc(S(=O)(=O)N2CCCC2)c1)c1ccc(OCC(=O)N(C)C)cc1	-9%	-4%	?	-4.3	-2%	1	-9%	9%	-10%
Cc1nn(CC(=O)Nc2ccc(N(C)C)cc2)c(C)c1[N+](=O)[O-]	-7%	-7%	.	0.9	-22%	1	-23%	2%	-2%
O=C(COC(=O)c1ccncc1)c1ccccc1	-4%	5%	7%	-4.3	-27%	-1	-10%	-9%	10%
CSCCC(NC(=O)COc1ccccc1)C(=O)N(C)CC(=O)Nc1c(C)cccc1C (stereo not drawn)	4%	3%	10%	-2.4	-4%	7	4%	0%	0%
O=C(C[n+]1cc(-c2ccc(Cl)cc2)n2c1CCC2)N1c2ccccc2Sc2ccccc21	-2%	-15%	.	-0.3	15%	-4	-4%	0%	5%
COc1ccc(CC(=O)Nc2sccc2C#N)cc1S(=O)(=O)N1CCOCC1	-9%	19%	18%	2.2	-9%	-13	-1%	6%	4%
COc1ccc(OC)c(C(=O)COC(=O)CNC(=O)c2ccccc2)c1	-18%	6%	3%	-4.8	-11%	0	-28%	-5%	2%
Cc1ccccc1S(=O)(=O)Cc1ccc(C(=O)NC(C)c2ccc3c(c2)OCCO3)o1 (stereo not drawn)	-4%	10%	16%	-4.2	0%	-1	-3%	-13%	-10%
CC(C)Oc1ccc(C2CC(=O)N(c3ccc(N(C)C)cc3)C2=O)cc1 (stereo not drawn)	-1%	-6%	?	3.8	5%	13	4%	5%	4%
COCCCNC(=O)C1CCN(C(=O)c2cc3sccc3n2Cc2ccc(F)cc2)CC1	-3%	0%	12%	-1.9	-5%	.	7%	18%	10%
C/C(=N\NC(=O)c1cccc2ccccc12)c1ccccn1	-5%	-1%	-14%	-5.4	8%	1	-20%	?	-8%
CC(NC(=O)CSCc1ccc(Br)cc1)c1ccccc1 (stereo not drawn)	-13%	7%	5%	-1.9	-8%	3	7%	?	6%
C=CCNC(=S)N/N=C/c1ccc(C(C)(C)C)cc1	1%	11%	15%	-2.5	-9%	8	-16%	7.9µM*	1%
CCCCOc1ccc(/C=c2\sc3ncnn3c2=O)cc1	-9%	12%	7%	-1.2	-5%	4	-6%	-7%	-1%
O=C(C1CCN(S(=O)(=O)c2cnc[nH]2)CC1)N1CCn2c1nc1ccccc12	-5%	0%	22%	0.0	1%	.	10%	-11%	-1%
COC(=O)[C@@]12CCCCN1[C@H](c1ccc(-c3ccccc3)c(OC)c1)[C@H]1C(=O)N(C)C(=O)[C@H]12	-2%	-3%	-6%	0.1	17%	-1	6%	0%	-2%

Assay outcomes from PubChem.
